Compound activity: PubChem BioAssay, Sanford-Burnham Center for Chemical Genomics
UBC13 inh = blocks human UBC13 polyubiquitin chain formation. P61088. TR-FRET. inhibition, % at 20 µM. actives 0.47% (n = 330,000); in the data active means inhibition above about 45%, passing the limit was not always enough
Target sequence (P61088 whole entry, looked up): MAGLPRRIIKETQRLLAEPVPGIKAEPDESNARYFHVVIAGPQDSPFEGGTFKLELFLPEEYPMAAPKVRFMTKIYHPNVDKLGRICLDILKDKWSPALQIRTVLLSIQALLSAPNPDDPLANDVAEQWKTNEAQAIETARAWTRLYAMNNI
SENP1 inh = SENP1 (human) catalytic domain inhibition | actives 0.21% (n = 360,000) | recombinant SENP1 catalytic domain, CyPet-SUMO1-YPet FRET cleavage | AID 624204 | inhibition, % at 10 µM;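 active means inhibition at least 30% at 10 µM, raw YFP signal under a set limit, fluorescence ratio 0.5 to 1.5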;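 further: 0% = enzyme with DMSO and 100% = no enzyme wells; some results filed as inactive read as strong as hits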
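material = recombinant human SENP1 catalytic domain, His6-tagged | quantity = 20 pM enzyme | reagent = 25 nM SUMO1 FRET substrate | compound dosing = 10 µM single point, 0.5% DMSO | timing = 50 min enzyme reaction, room temperature, light-protected | detection = FRET, CFP and YFP emission | control set = no-enzyme low, enzyme-DMSO high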
SENP6 block = SENP6 protease inhibition. AID 2599. Recombinant SENP6 catalytic domain, aminoluciferin luminescence. inhibition, % at 10 µM. Q9GZR1. actives 1.8% (n = 330,000);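 active means inhibition above about 50% at the single tested dose, limit read from the data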;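 further: plate controls were DMSO wells with enzyme for no effect and DMSO wells lacking enzyme for full effect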
Target sequence (Q9GZR1 628-1112 limits assumed): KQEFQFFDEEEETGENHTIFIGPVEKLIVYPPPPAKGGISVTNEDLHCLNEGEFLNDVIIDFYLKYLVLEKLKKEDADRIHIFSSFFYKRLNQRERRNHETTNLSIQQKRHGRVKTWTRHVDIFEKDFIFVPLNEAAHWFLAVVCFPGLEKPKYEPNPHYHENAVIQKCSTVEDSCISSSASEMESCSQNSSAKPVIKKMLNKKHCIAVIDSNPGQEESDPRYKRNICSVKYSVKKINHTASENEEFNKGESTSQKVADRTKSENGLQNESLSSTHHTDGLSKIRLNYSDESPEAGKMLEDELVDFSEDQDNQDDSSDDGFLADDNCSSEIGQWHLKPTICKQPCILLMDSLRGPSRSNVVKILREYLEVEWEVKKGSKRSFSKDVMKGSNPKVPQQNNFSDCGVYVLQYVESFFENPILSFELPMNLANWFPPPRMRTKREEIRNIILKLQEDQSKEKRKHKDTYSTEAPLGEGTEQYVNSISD
SENP7 inh = inhibitors of human SENP7 protease | inhibition, % at 5 µM | recombinant SENP7, Z-RLRGG-aminoluciferin luminescence, 40 min | actives 1.5% (n = 330,000) | Q9BQF6 | AID 434973;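 active means inhibition above about 50% at the single test dose, limit read from the data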;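 further: plate controls were DMSO with enzyme for no effect and no enzyme buffer wells for full effect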
Target sequence (Q9BQF6 706-1050 limits assumed): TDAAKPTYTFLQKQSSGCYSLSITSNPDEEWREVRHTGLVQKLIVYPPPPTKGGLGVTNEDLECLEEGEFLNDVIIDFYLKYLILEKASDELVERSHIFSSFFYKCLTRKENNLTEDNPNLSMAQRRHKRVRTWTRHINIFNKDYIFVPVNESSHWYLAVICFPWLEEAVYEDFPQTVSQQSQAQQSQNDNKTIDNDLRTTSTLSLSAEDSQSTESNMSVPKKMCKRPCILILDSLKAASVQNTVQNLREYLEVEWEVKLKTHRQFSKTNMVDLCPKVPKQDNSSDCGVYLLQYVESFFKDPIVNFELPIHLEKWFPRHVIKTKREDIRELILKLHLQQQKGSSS
beta cell repl = MIN6 beta-cell proliferation induction | proliferation, % at 10 µM | AID 2380 | MIN6 cells proliferation, ATPlite luminescence, 48 h; cells starved in 0.2% serum; 100% = growth in 10% serum | actives 0.29% (n = 330,000);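 active means compounds whose signal lies at least 3.5 SD above the mean of all wells on their plate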;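 further: 0% = DMSO-treated cells in low-serum medium and 100% = 10% serum control; some compounds called inactive have numbers as strong as hits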
SENP8 block-1 = blocks the human protease SENP8. Q96LD8. purified SENP8, Z-RLRGG-aminoluciferin cleavage, luminescence. inhibition, % at 10 µM. actives 1.2% (n = 330,000). AID 2540; in the data active means inhibition above about 50%
PfGluPho inh = PfG6PD (Plasmodium falciparum) enzyme inhibition. AID 504690. PfGluPho enzyme, NADPH resazurin-diaphorase fluorescence. actives 0.78% (n = 350,000). inhibition, % at 20 µM;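 active means inhibition reaching at least a set limit at 20 µM in the primary screen, cut at about 59% in these data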;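 further: 0% = DMSO wells with substrate and 100% = DMSO wells lacking glucose-6-phosphate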
HKDC1 inhibitor = HKDC1 (human) hexokinase inhibition | Q2TB90 | recombinant HKDC1, G6PDH/diaphorase resazurin coupled fluorescence | inhibition, % at 20 µM | actives 0.16% (n = 340,000) | AID 493160;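 active means inhibition above about 35% when tested at 20 µM, limit read from the data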;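 further: plate controls were DMSO wells with enzyme for no effect and DMSO wells lacking enzyme for full effect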
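Assay system: in-house recombinant HK5 (HKDC1) enzyme. Input: HKDC1 at 5 µg/mL. Medium: Tris pH 8.0 buffer with MgCl2, Tween-20, BSA, BME. Dosing: single 20 µM dose. Schedule: 90 min reaction incubation at room temperature, dark. Signal: resazurin-to-resorufin fluorescence via G6PDH and diaphorase coupling, 525/613 nm. Controls: DMSO-enzyme wells negative, buffer-substituted wells positive.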
SENP8 block-2 = inhibitors of human SENP8 protease; recombinant SENP8, Nedd8 substrate fluorescence; Q96LD8; actives 0.64% (n = 360,000); inhibition, % at 20 µM; AID 602440; in the data active means inhibition mostly above about 40%, no sharp cut-off; inactive means mostly below about 27%
* hit, by the source's call; . = not tested or not shown.

SMILES	UBC13 inh	SENP1 inh	SENP6 block	SENP7 inh	beta cell repl	SENP8 block-1	PfGluPho inh	HKDC1 inhibitor	SENP8 block-2
Cc1cccc(C(=O)NC(=S)Nc2ccc(Cc3ccncc3)cc2)c1	-1.2	2.1	-15.7	-16.0	0.0	-22.6	11.4	1.2	17.9
Cc1ccc(S(=O)(=O)NNC(=O)C(=O)NNc2ccccn2)cc1	68.7*	1.2	13.7	2.0	-3.5	4.2	-32.6	-11.2	26.5
CSc1nnc(SCC(=O)Nc2ccc3[nH]c(=O)[nH]c3c2)s1	-5.1	-4.9	-8.9	8.9	1.3	-5.8	25.6	0.8	15.2
CC1(C)C(c2ccccc2)=[N+]([O-])CN1O	6.3	0.5	8.9	-3.6	0.8	3.2	-3.9	-14.7	11.6
Cc1ccc(C2Nc3ccccc3NC3=C2C(=O)OC(C)C3)cc1 (stereo not given)	4.2	-0.6	19.9	-0.1	0.0	5.7	-12.7	0.1	5.7
CC(C)Cc1nc(SCC(=O)N2CCCC2)c2c(=O)n(C)c(=O)n(C)c2n1	1.1	2.8	-13.9	-6.6	-2.1	2.1	-18.3	2.6	-1.2
COc1ccc(/C=N/Nc2nncc3ccccc23)c(OC)c1	-16.4	0.0	76.6*	77.9*	0.7	64.5*	10.7	-0.6	17.2
COc1cccc(NC(=O)C(C)N2C(=O)c3ccccc3S2(=O)=O)c1 (stereo not given)	1.4	0.5	-6.8	4.4	0.1	3.2	10.7	3.9	5.3
C#CCNc1cc(C)nc2ncnn12	-5.5	2.5	2.1	14.2	0.5	0.2	-7.3	-1.7	11.4
Cc1ccc(C(CCNC(C)c2cccs2)c2ccco2)cc1 (stereo not given)	25.1	1.7	1.3	2.7	-3.4	-7.6	8.1	-0.2	15.0
O=C1CNC(=O)/C1=C\N1CCN(C(c2ccccc2)c2ccccc2)CC1	-2.9	-0.8	-23.9	-3.7	-1.4	0.2	-10.8	-1.5	21.0
COC(=O)CSc1nc2ccc(NC(=O)c3ccccc3C(=O)N3CCOCC3)cc2s1	-0.2	0.1	-11.8	3.9	-2.2	-1.9	4.7	5.7	4.3
Cc1ccccc1CN1N=C(/C=C/c2ccccc2)CCC1=O	1.2	1.4	-11.4	-3.8	-1.8	0.5	-8.1	-5.1	-2.6
CCC(=O)NC(=S)Nc1ccccc1F	8.2	4.2	-16.4	-4.2	-0.7	8.0	2.0	-7.4	22.9
COc1ccc(NS(=O)(=O)c2cc(NC(=O)c3nc4nc(C)cc(C)n4n3)ccc2C)cc1	15.9	3.0	-12.9	-4.3	3.5	-1.2	-9.8	-0.2	6.3
N#CC1=C(N)N=C(SCc2ccccc2)C(C(N)=O)C12CCCCC2 (stereo not given)	-2.5	-0.1	-0.3	5.7	-1.8	2.4	-5.0	-6.5	17.3
C=CCSc1nc(-c2ccc(OC)cc2)c(C#N)c(=O)n1CC=C	.	-0.1	.	.	.	.	-4.9	0.0	-330.5
Cc1ccc(C)c(N2CCN(C(=O)C3CCCN(S(=O)(=O)c4c(C)[nH]c(=O)[nH]c4=O)C3)CC2)c1 (stereo not given)	-7.2	0.3	-6.0	-1.3	1.8	3.4	-9.6	-7.4	13.3
COc1ccc(N(CC(=O)N/N=C/c2cccc(OC)c2OC)S(=O)(=O)c2ccccc2)cc1	5.3	1.6	-13.3	4.9	6.3	1.1	-6.6	5.0	-10.9
COc1ccc(NC(=O)NCc2ccco2)cc1OC	4.1	1.1	-8.0	7.6	-2.1	-4.0	-2.0	2.1	17.1
CC(C)CCNC(=O)C1CCN(S(=O)(=O)c2ccc3c(c2)CC(C)N3C(=O)C2CC2)CC1 (stereo not given)	2.5	-1.7	0.2	-4.7	-2.2	6.7	-1.6	-7.7	7.1
COc1ncnc2c1NC1=C(S2)C(=NCCC(=O)O)CC(C)(C)C1	-54.0	51.8*	1.2	3.1	2.7	2.5	36.9	10.2	-18.4
CCN(CC)CCOC(=O)/C=C/c1ccccc1OC	8.8	3.2	2.1	-1.7	-1.2	-0.4	-3.4	-7.1	-144.4
Cc1cc(Br)cc2c1NC(=O)C2(c1c(C)n(C)n(-c2ccccc2)c1=O)c1c(C)n(C)n(-c2ccccc2)c1=O	-16.0	2.3	4.7	3.5	-2.4	-12.3	14.4	10.1	13.8
NC(=S)Nc1ccc2cc[nH]c2c1	-1.9	-1.3	-7.8	1.0	-2.7	5.6	-0.1	2.5	-2.0

Just beta cell repl and PfGluPho inh (3 entries from above):
| structure | beta cell repl | PfGluPho inh |
| --- | --- | --- |
| COc1ccc(N(CC(=O)N/N=C/c2cccc(OC)c2OC)S(=O)(=O)c2ccccc2)cc1 | 6.3 | -6.6 |
| Cc1ccc(C)c(N2CCN(C(=O)C3CCCN(S(=O)(=O)c4c(C)[nH]c(=O)[nH]c4=O)C3)CC2)c1 (stereo not given) | 1.8 | -9.6 |
| N#CC1=C(N)N=C(SCc2ccccc2)C(C(N)=O)C12CCCCC2 (stereo not given) | -1.8 | -5.0 |

Going on with the list.
SMILES	UBC13 inh	SENP1 inh	SENP6 block	SENP7 inh	beta cell repl	SENP8 block-1	PfGluPho inh	HKDC1 inhibitor	SENP8 block-2
COC(=O)c1cc(S(=O)(=O)N2CCN(c3ccc(C(C)=O)cc3)CC2)c[nH]1	-3.3	1.3	5.0	5.5	-2.4	0.2	-10.5	-2.8	-143.4
CCC(C)c1ccc(NC(=O)COc2c(F)c(F)c(C(F)(F)F)c(F)c2F)cc1 (stereo not given)	-1.4	-1.5	1.2	4.4	0.0	3.8	15.3	-2.7	7.1
CC(C)(C)NC(=O)NC(=O)COC(=O)Cn1c(C(F)(F)F)nc2ccccc21	-6.4	6.7	-22.6	-5.5	-2.9	-8.5	-11.8	1.5	21.1
O=C(c1ccsc1)N1CCCC(N2CCN(c3cccc(Cl)c3)CC2)C1 (stereo not given)	0.4	1.7	-2.3	5.9	0.3	0.1	-3.0	5.1	10.4
Cc1cc(OCC(=O)Nc2ccc(CN3CCOCC3)cc2)c2c(C)cc(=O)oc2c1	2.6	1.7	-1.0	13.4	-1.2	-17.9	-2.7	-2.2	-296.5
CCCc1cc(C(=O)NNC(=S)NCC)c2ccccc2n1	4.0	3.4	10.0	-2.0	0.6	3.0	14.1	-5.8	-130.2
c1ccc(CSc2nnc(-c3cccs3)n2Cc2ccco2)cc1	5.3	0.6	-3.5	-2.6	-0.9	8.0	15.4	-1.4	10.9
CC1CN(C(=O)c2cc(Br)c(Br)s2)CC(C)O1 (stereo not given)	6.1	0.2	10.8	0.1	1.8	-3.5	1.8	-8.1	9.6
O=C(Cc1cccc2ccccc12)N/N=C1\CCCc2ccccc21	11.5	1.5	8.4	5.2	-3.4	-0.7	2.0	3.8	7.1
CCCCOc1ccc(C(=O)NCc2ccco2)cc1	-3.8	-3.2	-5.0	7.1	1.2	-5.7	1.0	0.9	23.2
COc1ccc(OC)c(C2C(C(=O)c3sc(C)nc3C)=C(O)C(=O)N2CCN2CCOCC2)c1 (stereo not given)	-9.5	-6.6	-17.1	9.8	-0.1	-4.9	-10.2	-5.3	-13.5
c1ccc(CNc2ccc3c(c2)ncn3C2CCCCC2)nc1	1.3	-1.6	-0.5	-1.9	1.0	-4.3	2.3	-3.7	6.5
CSc1nc2ccc(NC(=O)C3=NNC(=O)CC3)cc2s1	-3.6	-1.4	2.8	3.9	-2.6	1.1	2.1	-4.1	-11.0
CCCn1c(SCC(=O)Nc2nonc2C)nnc1-c1ccoc1C	-0.5	-1.0	-10.7	-3.3	-1.9	7.7	15.8	0.8	2.0
COc1ccc(C2/C=C\CN(S(=O)(=O)c3ccc(C)cc3)CC(=O)N2Cc2ccc(F)cc2)cc1 (stereo not given)	5.3	1.6	-12.5	2.5	-5.1	-0.8	0.6	3.1	9.6
CCOC(=O)CCCCNC(=O)Nc1ccccc1	-8.1	0.2	-1.4	4.9	2.3	-0.4	-9.2	-3.3	8.4
CC(C)(C)c1ccc(S(=O)(=O)NNC(=O)C2CCN(Cc3cccc(F)c3)CC2)cc1	8.3	0.3	12.1	6.8	-2.0	1.6	19.0	6.3	5.1
O=C(NCc1ccco1)C(c1ccncc1)N(C(=O)Cn1nnc2ccccc21)c1ccccc1F (stereo not given)	-0.8	-1.0	-24.8	-2.8	4.2	-2.3	20.4	-2.9	14.4
COC(=O)CN1C(=S)N(c2ccc(OC)cc2)C(=O)/C1=C/c1cccs1	9.0	-24.3	1.2	8.1	0.0	0.3	5.3	-12.4	22.7
CN1CCN(CCCNc2c(C=O)c(=O)[nH]c3ccccc23)CC1	1.8	-0.9	18.9	2.1	0.2	14.6	-12.8	-2.7	5.8
O=S1(=O)CCS(=O)(=O)C1c1ccccc1	-3.5	2.2	4.6	6.7	-2.2	0.0	-16.4	-3.9	22.3
O=C(NC1CCCC1)C(c1ccc(F)cc1)N(Cc1ccc(F)cc1)C(=O)CCl (stereo not given)	-15.0	0.9	-15.2	-5.2	0.0	-7.7	-12.7	1.0	6.9
CC(=O)N(Cc1ccc(Br)cc1)c1ccccc1C(=O)O	15.9	2.8	-8.5	3.6	-2.4	2.5	-16.1	-3.9	10.8
CC1(C)S/C(=N/N=C/c2ccco2)NC1=O	-8.7	1.5	-5.8	-8.8	-0.2	-8.0	-6.4	3.2	13.6
COCCNC(=O)c1c[nH]c2cc(OC)c(OC)cc2c1=O	4.0	1.0	-7.9	-4.9	-3.7	2.4	-4.6	4.4	-10.1

The list goes on:
SMILES	UBC13 inh	SENP1 inh	SENP6 block	SENP7 inh	beta cell repl	SENP8 block-1	PfGluPho inh	HKDC1 inhibitor	SENP8 block-2
O=C1NC(c2cccs2)C(C(=O)c2ccccc2)C(O)(C(F)(F)F)N1 (stereo not given)	0.5	0.0	13.2	-0.5	-1.6	0.2	-14.6	10.1	9.4
Cc1c(O)ccc2c(CN3CCOCC3)cc(=O)oc12	10.3	-32.8	2.8	-7.1	1.1	17.1	4.2	-5.6	-414.7
COc1ccccc1CNC(=O)CN1C(=O)NC(c2ccccc2)(c2ccc(C)c(C)c2)C1=O (stereo not given)	0.4	0.7	-10.9	7.9	-7.2	0.2	3.6	4.4	3.6
CCOC(=O)C(C)c1n[nH]c(=O)c2ccccc12 (stereo not given)	8.9	-1.2	2.2	0.7	-2.3	7.9	-9.0	4.4	7.3
CC(C)n1nc(C(=O)NNC(=O)c2ccncc2)c2ccccc2c1=O	-10.9	1.9	-2.9	-9.0	-2.7	-4.2	-13.9	-5.1	0.0
COc1ccc(-n2nc(C(=O)NCC(=O)NCc3ccc(F)cc3)c3ccccc3c2=O)c(OC)c1	.	3.3	.	.	.	.	8.1	-2.4	-39.2
Cc1ccc(/C=C2/SC(=O)N(CC(=O)N3CCOCC3)C2=O)s1	-13.5	28.8	6.8	17.1	-1.4	2.2	9.4	-5.4	7.8
O=C(Nc1ccc2c(c1)OCO2)c1cncc(Br)c1	-10.1	1.4	16.4	-2.9	-1.4	-19.9	15.6	14.0	14.7
COc1ccc(S(=O)(=O)NCC(=O)N(CC2CCCO2)C(C(=O)NC2CCCC2)C(C)C)cc1 (stereo not given)	3.0	-1.5	-3.2	-4.1	-3.3	1.4	0.9	-4.7	3.7
CCc1noc(C)c1C(=O)NNC(=O)c1cc(OC)c(OC)c(OC)c1	-1.9	0.7	-8.0	-7.6	0.1	-3.0	25.6	-5.0	0.8
